Screening results deposited in PubChem BioAssay by National Center for Advancing Translational Sciences (NCATS).
HEK293 tox = cytotoxicity in counter-screen for GLP-1R inverse agonists; actives 0.13% (n = 410,000); Potency, µM (titrated, usually from 38.3 µM), without a hit: at the highest dose activity change, negative = inhibition, most hits filed as inhibitors; HEK293 cAMP-luciferase reporter cells, luminescence, 24 h;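 note: loss of luciferase light is scored as toxicity; potency is the fitted concentration of half-maximal effect; % is set by controls: 0 for no effect and ±100 for the full control effect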
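Cells in DMEM/10% Nu serum/1% pen-strep, 1536-well format. Pre-incubated 12 h, dosed with 23 nL compound, incubated a further 24 h. Luciferase detection, 12 min at room temp, luminescence.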
IL-2 act = activators of IL-2; IL-2 activation reporter assay, cell-based qHTS; stimulated with anti-CD3/CD4/CD28 beads; in transgenic mouse T cells; activation, % (series mostly up to about 46 µM); actives 0.065% (n = 360,000); AID 652025; in the data active = activation above about 50%; inconclusive = mostly about 30% to 49%; note: 0% is about no effect
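Readout is EGFP and DsRed signal by fluorescent plate cytometry after 18 h at 37 degrees C. Transgenic mouse T cells (750/well) received compound for 60 min before bead stimulation (anti-CD3, anti-CD4, anti-CD28); memory T cells served as non-tolerant control.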
PI5P4Ka inh = PI5P4K alpha (human) kinase inhibition. P48426. PI5P4Kalpha enzyme, ADP-Glo luminescence, 60 min; stronger effect = lower value. max response, %. actives 1.2% (n = 330,000); active = max response of -50% or lower; inconclusive = between -30% and -50%; inactive = -30% or higher; note: value at the top dose of about 77 µM; % is set by controls: 0 for no effect and ±100 for the full control effect
Target sequence (P48426 whole entry, looked up): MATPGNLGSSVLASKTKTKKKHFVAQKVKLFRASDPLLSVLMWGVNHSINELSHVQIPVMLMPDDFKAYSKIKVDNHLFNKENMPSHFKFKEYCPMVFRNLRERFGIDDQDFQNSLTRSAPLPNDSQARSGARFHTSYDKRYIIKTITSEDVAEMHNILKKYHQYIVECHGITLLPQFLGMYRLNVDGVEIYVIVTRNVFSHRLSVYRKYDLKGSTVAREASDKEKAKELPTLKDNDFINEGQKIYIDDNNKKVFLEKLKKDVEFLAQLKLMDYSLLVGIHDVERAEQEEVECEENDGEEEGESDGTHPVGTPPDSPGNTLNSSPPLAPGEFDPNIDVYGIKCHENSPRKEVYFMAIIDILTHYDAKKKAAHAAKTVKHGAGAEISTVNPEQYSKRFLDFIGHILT
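Compounds were pin-transferred onto PI5P4Kalpha and substrate in HEPES pH 7.4 buffer with EGTA, CHAPS and 5% DMSO. ATP (5 microM final) started the reaction, which ran 60 minutes at room temperature before ADP-Glo detection.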
GLP-1R inv ag = inverse agonists of human GLP-1 receptor | P43220 | HEK293 GLP-1R CRE-luciferase, luminescence, 24 h; GLP-1R form is constitutively active | Potency, µM (highest dose often 38.3 µM), for inactives: top-dose activity change, negative = inhibition, actives largely listed as inhibitors | actives 1.6% (n = 410,000) | AID 624417; note: potency is the fitted concentration of half-maximal effect; % is set by controls: 0 for no effect and ±100 for the full control effect; nearly all actives have a fitted effect of over 55% in size
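qHTS in 1536-well format: reporter HEK293 cells expressing constitutive GLP-1R activity in DMEM + 10% Nu serum, 24 hr with compounds at 37 deg C, luminescence read after 12 min with detection reagent.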
PLK1 PBD inh = inhibitors of human PLK1 polo-box domain binding | P53350 | Potency, µM, for the others: max response, negative = inhibition, most hits filed as inhibitors | actives 2.8% (n = 360,000) | AID 720504 | Plk1 PBD binding of FITC phosphopeptide, fluorescence polarization; note: potency is the fitted concentration of half-maximal effect; series mostly up to about 57 µM; % is set by controls: 0 for no effect and ±100 for the full control effect; nearly all actives have a fitted effect of over 65% in size
D3 antag = D3 dopamine receptor (human) antagonism. D3R cells, DiscoveRx beta-arrestin luminescence, antagonist mode; stronger effect = lower value. actives 2.5% (n = 360,000). AID 652054. max response, negative = inhibition, %; in the data active = max response below about -50%; inconclusive = no clear call, values can overlap the other calls; note: % is set by controls: 0 for no effect and ±100 for the full control effect; mostly tested at two doses, the higher about 12 µM
Target sequence (P35462 whole entry, looked up): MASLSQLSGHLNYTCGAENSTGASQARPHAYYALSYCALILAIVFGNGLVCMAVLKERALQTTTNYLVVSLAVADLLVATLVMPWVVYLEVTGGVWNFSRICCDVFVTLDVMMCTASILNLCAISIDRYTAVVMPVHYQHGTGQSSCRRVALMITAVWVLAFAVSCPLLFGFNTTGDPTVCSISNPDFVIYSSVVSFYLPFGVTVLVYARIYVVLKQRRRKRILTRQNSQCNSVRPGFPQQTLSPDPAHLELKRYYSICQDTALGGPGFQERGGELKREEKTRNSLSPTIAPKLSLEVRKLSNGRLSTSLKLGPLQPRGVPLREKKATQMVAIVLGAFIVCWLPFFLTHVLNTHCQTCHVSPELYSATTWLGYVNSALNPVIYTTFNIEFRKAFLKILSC
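Cells expressing the human receptor were seeded at 1500 cells/well, incubated overnight at 37 degrees C in 5% CO2, then exposed to library compounds with dopamine controls for 90 minutes at 37 degrees C before luminescent detection.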
D3 ag = activates the human D3 dopamine receptor; P35462; D3R DiscoveRx beta-arrestin cells, luminescence, 90 min; max activation, %; actives 0.58% (n = 410,000); AID 652048; in the data active = max activation above about 30%; note: 0% is about no effect; mostly tested at two doses, the higher about 12 µM
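Agonist mode: compounds and dopamine controls were applied to plated cells for 90 min at 37 degrees C after an overnight attachment at 1500 cells/well. Luminescent read-out followed 30 - 60 minutes at room temperature with DiscoveRx detection reagent.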
GLP-1R agonist = agonists of human GLP-1 receptor; AID 624172; HEK293 GLP-1R CRE-luciferase, luminescence, 4-6 h; cells express a hypersensitive GLP-1R form; Potency, µM (series often up to 45.6 µM), inactives show at the highest dose activation, hits mostly activators; actives 0.007% (n = 380,000); P43220; note: potency is the fitted concentration of half-maximal effect; % of control where 0% means no effect
WRN helicase inh = blocks human WRN helicase | WRN helicase unwinding, fluorescent forked duplex, kinetic | Potency, µM (doses to about 114 µM), for the others: at the highest dose activity change, negative = inhibition, usual class: inhibitors | actives 0.46% (n = 360,000); note: potency is the fitted concentration of half-maximal effect; % is set by controls: 0 for no effect and ±100 for the full control effect; nearly all actives have a fitted effect of over 55% in size
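WRN at 20 nM final preincubated with compound 15 min at room temperature; reaction started with 100 nM fluorophore/quencher forked duplex oligonucleotide and 2 mM ATP final. Unwinding followed kinetically by red fluorescence (ex 525, em 598 nm).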
* marks the source's active call; other numbers are inactive results; ? = inconclusive; . = not tested or not shown; [ ] = another dose, or the depositor's remark. Unless noted, calls come from the whole dose curve; as a rule, active = well fitted curve in the direction sought with a large enough effect; inconclusive = small, poorly fitted or top-dose-only effect, or another doubt; inactive = no such curve, though single readings can be large; an effect the other way counts as inactive or inconclusive.

Under each structure – PI5P4Ka inh	IL-2 act	GLP-1R inv ag	D3 ag	GLP-1R agonist	WRN helicase inh	HEK293 tox	PLK1 PBD inh	D3 antag
Cc1ccc(Nc2c([N+](=O)[O-])ccc3nonc23)c(C)c1
  -2	-0.2	?	7	19%	-5%	-2%	-4%	-12
Cc1ccc(-n2nnc3c(=O)n(CC(=O)c4ccccc4)cnc32)cc1
  -2	-3.2	7%	0	3%	-1%	-2%	-9%	1
Cc1cc(NC(=O)C(C)SCC(=O)Nc2ccccc2C(C)(C)C)no1 (stereo not given)
  4	-0.9	-3%	3	-4%	-8%	-1%	1%	6
CCn1nc(NC(=O)C2CCCO2)c2cc3cc(C)ccc3nc21 (stereo not given)
  -2	-3.7	-7%	0	18%	-12%	342%[activator]	-4%	?
O=C(COC(=O)/C=C/c1ccc(OC(F)F)cc1)Nc1cccc(S(=O)(=O)N2CCCC2)c1
  -4	-3.5	-12%	2	1%	-9%	3%	1%	12
Cc1ccc(OCc2nc(-c3ccccn3)no2)c(Br)c1
  .	-1.1	-8%	-2	-21%	-8%	-4%	2%	-23
O=c1c(-c2n[nH]c(=S)n2-c2ccccc2)cccn1Cc1cccc(Cl)c1
  -12	1.2	17%	-16	-9%	-1%	8%	-9%	?
CN(C(=O)Cn1nnc(-c2ccc(F)cc2)n1)C1CCS(=O)(=O)C1 (stereo not given)
  3	0.0	7%	1	-5%	-4%	1%	-4%	10
C=CCN(c1ccccc1OC)S(=O)(=O)c1ccc(Cl)c(C(=O)NCc2ccco2)c1
  -1	-2.9	?	2	7%	-1%	-30%	-3%	0
FC(F)(F)c1nnc2c(Sc3ccccc3)nc3ccc(Cl)cc3n12
  -6	2.7	-6%	9	7%	1%	6%	-1%	4
CC(/C=N/NC(=S)Nc1cccc(S(=O)(=O)N(C)C)c1)c1ccccc1 (stereo not given)
  -15	-2.8	-24%	0	0%	-9%	-7%	?	-29
CCCCN(C)C(=O)C1CCN(Cc2cccc(OCc3ccccc3)c2)CC1
  4	0.7	?	-27	16%	5%	-9%	-7%	-22
O=C1CC(c2ccc3c(c2)OCO3)CN1 (stereo not given)
  1	0.2	9%	0	-11%	-1%	-8%	-5%	4
O=C(Cc1cccs1)Nc1c(C(=O)Nc2ccc(F)cc2)oc2ccccc12
  .	.	1%	-3	1%	.	-2%	.	.
O=C(O)/C=C/c1cnc[nH]1
  -2	1.3	12%	3	25%	9%	8%	-10%	-9

Additional records:
Under each structure – PI5P4Ka inh	IL-2 act	GLP-1R inv ag	D3 ag	GLP-1R agonist	WRN helicase inh	HEK293 tox	PLK1 PBD inh	D3 antag
COc1cccc(CNc2nc3cc(-c4ccc(F)cc4)sc3c(=O)n2C)c1OC
  4	0.1	3%	4	4%	1%	0%	-2%	80
COc1ccccc1N1CCN(Cc2cc(=O)oc3cc(C)cc(C)c23)CC1
  -1	2.0	13%	4	0%	4%	5%	-11%	-6
CCc1cccc(NC(=O)C2CCCN(S(=O)(=O)c3ccc4[nH]c(=O)ccc4c3)C2)c1 (stereo not given)
  -4	-2.2	27%	0	1%	4%	2%	?	-7
NC(=O)CC[C@@H]1NC(=O)[C@H](Cc2ccc(O)cc2)NC(=O)c2cc([N+](=O)[O-])cc(F)c2OCC[C@@H](C(N)=O)NC1=O
  -1	-2.8	17%	-18	0%	-8%[57.1 µM]	-21%	-13%	-25
Cc1ccc(S(=O)(=O)NN=C2CC3CCC2(C)C3(C)C)cc1 (stereo not given)
  0	-0.2	?	9	10%	2%	-4%	-20%	5
CCC(=O)Nc1cc(SCCO)cc([N+](=O)[O-])c1
  .	-0.7	5%	-2	5%	-12%	1%	-10%	-4
CC(C)C(N)c1csc(Nc2ccc(C(F)(F)F)cn2)n1 (stereo not given)
  16	-0.8	?	-12	-7%	-5%	7%	-13%	0
CCOc1cccc(-c2cc(NCCc3ccccn3)n3nccc3n2)c1
  7	-0.8	-4%	5	0%	-5%	-3%	-3%	25
CCOc1ccc(N(C(=O)c2ccc3c(c2)OCO3)C2C=CS(=O)(=O)C2)cc1 (stereo not given)
  -1	-2.4	11%	-1	-7%	-23%	6%	-6%	-3
Cc1cc(/C=C2/NC(=O)N(Cc3ccccc3F)C2=O)c(C)n1C
  -19	-3.7	7%	2	-4%	1%	-5%	30µM*	-4
CCn1c(=O)c(C(=O)Nc2ccc(C)cc2C)c(O)c2ccccc21
  20	-0.2	13%	18	-10%	-14%	11%	-3%	14
Cc1ccc(S(=O)(=O)CCC(=O)Nc2ccc(Br)cc2)cc1
  7	-3.4	-30%	1	9%	-5%	-4%	-7%	-3
Cc1ccc(C(c2nnnn2Cc2cccs2)N2CCN(C(=O)c3ccco3)CC2)cc1 (stereo not given)
  2	-1.0	?	-5	0%	1%	-3%	-27%	-52*
O=C(CSc1n[nH]c(-c2ccco2)n1)Nc1ccccc1Cl
  4	0.8	17%	0	5%	10%[57.1 µM]	1%	-6%	-17
CCCNS(=O)(=O)c1ccc(CCC(=O)N2CCOCC2)cc1
  1	-0.7	13%	-7	-4%	1%	3%	-17%	21

Among those listed so far, these contain a CF3 group:
Under each structure – PI5P4Ka inh	IL-2 act	GLP-1R inv ag	D3 ag	GLP-1R agonist	WRN helicase inh	HEK293 tox	PLK1 PBD inh	D3 antag
FC(F)(F)c1nnc2c(Sc3ccccc3)nc3ccc(Cl)cc3n12
  -6	2.7	-6%	9	7%	1%	6%	-1%	4
CC(C)C(N)c1csc(Nc2ccc(C(F)(F)F)cn2)n1 (stereo not given)
  16	-0.8	?	-12	-7%	-5%	7%	-13%	0

Continued:
Under each structure – PI5P4Ka inh	IL-2 act	GLP-1R inv ag	D3 ag	GLP-1R agonist	WRN helicase inh	HEK293 tox	PLK1 PBD inh	D3 antag
CN(c1ccccc1)c1nc(N)c([N+](=O)[O-])c(N2CCCC2)n1
  4	-1.7	?	-2	18%	-5%	-20%	-3%	-7
COc1cc(C(=O)N(C)Cc2cccc(OC)c2OC)ccc1OCC(=O)Nc1cccc(C(F)(F)F)c1
  2	-3.0	?	7	8%	-5%	-9%	1%	15
CCOc1ccccc1OCC(=O)Nc1cc2c(cc1C(=O)O)OCCCO2
  3	-2.6	-17%	-6	-2%	5%	-1%	-15%	-1
O=C(Nn1c(-c2ccccc2)nc2ccccc2c1=O)c1cccs1
  2	-1.2	-2%	0	0%	-2%	-14%	4%	7
O=C(CC1Nc2ccccc2NC1=O)Nc1cc(Cl)cc(Cl)c1 (stereo not given)
  .	1.3	-7%	9	-3%	-7%	8%	-8%	-22
Cc1occc1-c1nnc(SCCCC(=O)c2ccc(F)cc2)n1C
  -10	-0.4	-29%	-1	16%	3%	0%	-10%	-12
COC(=O)c1cc(CNC(=O)C2CC(=O)N(c3ccc4c(c3)OCCO4)C2)ccc1OC (stereo not given)
  2	-1.8	7%	2	-4%	-1%	-18%	2%	-6
CN1CCN(Cc2nc3c([nH]2)c(=O)[nH]c(=O)n3C)CC1
  6	-2.4	1%	2	-10%	4%	4%	-8%	-9
O=C(Nc1ccc(Cc2ccc(NC(=O)C3CC3)c(O)c2)cc1O)C1CC1
  -2	-0.2	?	6	0%	-7%	-14%	-2%	-23
CC(C)CCN1C(Nc2ccccc2)=NC[C@@H]1CC(C)C
  -7	-1.2	8%	-1	-2%	1%	-8%	0%	18
CCC(=O)N(CCC(c1ccco1)C(C)C)Cc1ccccc1 (stereo not given)
  -3	-0.7	?	18	1%	-9%	-4%	?	-4
CCSc1cnnc2ccccc12
  1	-0.1	31%[activator]	20	16%	-1%	-3%	-9%	9
CN(C)N1C(=O)CC(NNC(=O)c2ccncc2)C1=O (stereo not given)
  -3	-0.3	13%	-1	0%	9%	-2%	0%	-1
Cc1nc(-c2ccc(NS(=O)(=O)c3ccccc3)cc2)cs1
  -13	-1.6	-24%	-2	22%	7%	6%	-19%	-6
COc1cccc(NC(=O)CSc2nc3n[nH]c(C)c3c(=N)n2-c2cccc(OC)c2)c1
  -26	0.0	0%	8	10%	-15%	-3%	-1%	60

Next results.
Under each structure – PI5P4Ka inh	IL-2 act	GLP-1R inv ag	D3 ag	GLP-1R agonist	WRN helicase inh	HEK293 tox	PLK1 PBD inh	D3 antag
O=C(NC(c1ccccc1)c1ccccc1)C1CCCN(S(=O)(=O)c2cnc[nH]2)C1 (stereo not given)
  0	-1.7	-8%	-5	2%	5%	-9%	-1%	?
CN1CCN(c2ccc(Cl)cc2NC(=O)C2COc3ccccc3O2)CC1 (stereo not given)
  -4	-0.7	?	1	8%	-6%	-13%	2%	5
Cc1nnsc1C(=O)NNS(=O)(=O)c1cc(C(F)(F)F)cc(C(F)(F)F)c1
  6	-0.3	8%	-2	-1%	-2%	-13%	-4%	5
Cc1cc(NC(=O)c2cc(C)on2)no1
  .	-2.2	7%	2	-14%	1%	3%	2%	8
COc1ccc(CCNC(=O)c2ccc(S(=O)(=O)N(C)c3ccccc3)cc2)cc1OC
  8	-3.7	?	17	2%	-2%	-24%	-4%	27
COc1ccc2c(c1OC)C(=O)OC2n1c(O)c(N=NC(C)=O)c2ccccc21 (stereo not given)
  2	-3.9	4%	9	7%	-2%	1%	1%	19
CC(C)(C)NC(=O)C(c1ccccc1F)n1c(=O)c(-c2ccco2)nc2ccccc21 (stereo not given)
  -24	2.3	-10%	-2	.	-3%	-8%	-22%	6
COc1cccc(N(CC(=O)N2CCN(C)CC2)S(=O)(=O)c2ccc(C)cc2)c1
  -9	-1.1	-7%	-2	-3%	-3%	-19%	-3%	-25
O=C(c1ccc(CS(=O)Cc2ccc(Cl)cc2)o1)N1CCN(c2cccc(Cl)c2)CC1 (stereo not given)
  18	-3.2	?	0	4%	-8%	-9%	-7%	23
COc1ccc(N(CC(=O)NCc2ccccc2Cl)S(=O)(=O)c2c(C)n[nH]c2C)cc1
  -1	3.6	-10%	0	-1%	0%	-1%	8%	13
CCOc1ccc(N=C2SCC(=O)N2CC)cc1
  9	-0.4	28%	2	1%	4%	3%	10%	26
Cc1nc2nc3c(c(=O)n2[nH]1)CCC3
  -1	-3.2	3%	-5	-7%	12%	3%	2%	15
NC(=O)c1ccc(C23CC4CC(CC(C4)C2)C3)o1
  -3	-2.6	-11%	2	1%	-8%	-10%	4%	11
